Screening results: PubChem BioAssay, National Center for Advancing Translational Sciences (NCATS)
WRN inhibitor = inhibitors of human WRN helicase | WRN helicase unwinding, fluorescent forked duplex, kinetic | Potency, µM (highest dose often 114 µM), without a hit: at the highest dose activity change, negative = inhibition, most hits filed as inhibitors | 0.46% of 360,000 active | AID 651768; note: potency is the fitted concentration of half-maximal effect; % is set by controls: 0 for no effect and ±100 for the full control effect; nearly all actives have a fitted effect of over 55% in size
Target sequence (Q14191 whole entry, looked up): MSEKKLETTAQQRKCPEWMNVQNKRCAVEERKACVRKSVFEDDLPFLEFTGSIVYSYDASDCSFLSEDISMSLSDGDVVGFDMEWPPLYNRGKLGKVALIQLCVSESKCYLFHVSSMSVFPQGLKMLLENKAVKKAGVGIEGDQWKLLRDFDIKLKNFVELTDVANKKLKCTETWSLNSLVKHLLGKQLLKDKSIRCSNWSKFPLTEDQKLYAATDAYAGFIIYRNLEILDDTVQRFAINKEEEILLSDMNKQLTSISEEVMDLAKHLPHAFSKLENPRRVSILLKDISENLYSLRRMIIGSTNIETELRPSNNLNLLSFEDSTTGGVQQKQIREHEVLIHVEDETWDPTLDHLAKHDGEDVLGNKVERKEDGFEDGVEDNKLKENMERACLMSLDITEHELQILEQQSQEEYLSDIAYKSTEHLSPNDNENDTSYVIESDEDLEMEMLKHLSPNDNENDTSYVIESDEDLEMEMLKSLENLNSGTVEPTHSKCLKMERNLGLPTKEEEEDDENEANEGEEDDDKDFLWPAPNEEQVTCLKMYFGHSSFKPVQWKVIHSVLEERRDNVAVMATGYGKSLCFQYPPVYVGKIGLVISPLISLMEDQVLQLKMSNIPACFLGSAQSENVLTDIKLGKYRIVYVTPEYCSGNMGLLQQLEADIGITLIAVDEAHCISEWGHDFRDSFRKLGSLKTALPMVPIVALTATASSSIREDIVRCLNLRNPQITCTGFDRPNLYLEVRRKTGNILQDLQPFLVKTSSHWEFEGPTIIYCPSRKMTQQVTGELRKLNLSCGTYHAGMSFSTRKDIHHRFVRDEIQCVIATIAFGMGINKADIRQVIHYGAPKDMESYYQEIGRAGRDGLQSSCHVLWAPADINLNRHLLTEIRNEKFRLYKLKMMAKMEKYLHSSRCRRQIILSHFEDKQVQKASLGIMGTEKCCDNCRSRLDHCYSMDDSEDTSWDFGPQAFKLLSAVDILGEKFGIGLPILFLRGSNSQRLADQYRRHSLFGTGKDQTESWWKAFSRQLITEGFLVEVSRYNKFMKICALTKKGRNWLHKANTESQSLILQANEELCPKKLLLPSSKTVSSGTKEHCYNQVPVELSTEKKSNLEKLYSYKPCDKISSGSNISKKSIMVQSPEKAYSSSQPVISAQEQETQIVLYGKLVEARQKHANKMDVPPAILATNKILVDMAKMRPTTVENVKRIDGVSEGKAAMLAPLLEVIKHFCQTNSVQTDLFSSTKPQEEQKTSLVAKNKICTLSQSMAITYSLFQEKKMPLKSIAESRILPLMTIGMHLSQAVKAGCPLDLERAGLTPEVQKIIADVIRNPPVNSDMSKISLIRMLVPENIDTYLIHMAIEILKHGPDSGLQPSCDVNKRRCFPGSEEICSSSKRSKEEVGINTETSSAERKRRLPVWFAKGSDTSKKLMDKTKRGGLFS
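WRN at 20 nM final preincubated with compound 15 min at room temperature; reaction started with 100 nM fluorophore/quencher forked duplex oligonucleotide and 2 mM ATP final. Unwinding followed kinetically by red fluorescence (ex 525, em 598 nm).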
KB-V1 MDR tox = kills drug-selected multidrug resistant KB-V1 cells. KB-V1 MDR cells viability, CellTiter-Glo, 72 h. Potency, µM (titrated, usually from 46.1 µM), without a hit: at the top dose activity change, negative = cytotoxicity, most hits filed as cytotoxic. 3.4% of 400,000 active; note: potency is the fitted concentration of half-maximal effect; % is set by controls: 0 for no effect and ±100 for the full control effect; nearly all actives have a fitted effect of over 60% in size
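Cells of the MDR subline KB-V1 are plated, dosed with compound at multiple concentrations, and incubated 72 h at 37 degrees C; CellTiter-Glo is then added and luminescence read after 10 min.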
IL-1B inflam inh = inflammasome signaling inhibition, IL-1 beta readout; activity change, % at 57.5 µM; THP-1 LPS/ATP IL-1B secretion, AlphaLISA, 16 h; active compounds read low; 4.7% of 360,000 active; in the data active = activity change below about -50%; inconclusive = mostly about -30% to -49%; note: % is set by controls: 0 for no effect and ±100 for the full control effect
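THP-1 cells pretreated 1 hr with compounds (up to 57.5 uM final), then stimulated with LPS (250 ng/mL final) plus ATP (1.25 mM final); secreted IL-1B measured by AlphaLISA after 16 hr, decreased signal indicating inhibition.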
MCF10A rereplic = inducers of DNA re-replication in MCF 10A breast cells. 2.9% of 350,000 active. MCF 10A DNA re-replication, Hoechst nuclear intensity, 48 h. Potency, µM (titrated, usually from 46.1 µM), for inactives: at the highest dose activity, positive = re-replication, usual class: activators. AID 624296; note: potency is the fitted concentration of half-maximal effect; % of control where 0% means no effect; nearly all actives have a fitted effect of over 50% in size
HT1080 IDH1KD tx = toxicity to HT-1080 IDH1 knockdown cells (counter line); 2% of 360,000 active; HT-1080 IDH1 knockdown viability, ATP luminescence, 48 h; Potency, µM (top dose mostly 46.1 µM), for the others: top-dose activity, negative = toxicity, usual class: cytotoxic; AID 686971;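 note: potency is the fitted concentration of half-maximal effect; 0% = DMSO wells and -100% = cell-free medium wells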
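Using the IDH1-knockdown HT-1080 line run in the same batch and compound series as the NT line, viability after 48 h at 37 °C was determined by CellTiter-Glo luminescence and expressed as % activity.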
KB-3-1 cytotox = kills parental KB-3-1 adenocarcinoma cells; 1.4% of 400,000 active; KB-3-1 viability, CellTiter-Glo ATP luminescence, 72 h; Potency, µM (highest dose often 46.1 µM), inactives show at the top dose activity change, negative = cytotoxic, hits mostly cytotoxic; AID 1347075; note: potency is the fitted concentration of half-maximal effect; % is set by controls: 0 for no effect and ±100 for the full control effect; nearly all actives have a fitted effect of over 60% in size
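KB-3-1 cells, DMEM (no phenol red) + 10% FBS; compound by pin transfer, 72 h, 37 °C. Readout: CellTiter-Glo luminescence after 10 min. Data normalized, curve-fitted.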
SW480 rerep = DNA re-replication induction in SW480 cells. SW480 DNA re-replication, Hoechst DNA content imaging, 48 h. AID 624297. Potency, µM (titrated, usually from 46.1 µM), without a hit: at the highest dose re-replication activation, most hits filed as activators. 1.8% of 340,000 active; note: potency is the fitted concentration of half-maximal effect; % of control where 0% means no effect; nearly all actives have a fitted effect of over 55% in size
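Cells (250 per well) received 23 nL compound or DMSO by pin tool and were kept 48 hr at 37 C, 5% CO2. Nuclei were then stained with Hoechst for 40 min and scanned for DNA content.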
HT1080NT lethal = kills 2HG-producing HT-1080-NT fibrosarcoma cells; 1.6% of 360,000 active; Potency, µM (top dose mostly 46.1 µM), without a hit: at the highest dose activity, negative = less viability, actives largely listed as cytotoxic; HT-1080-NT fibrosarcoma viability, CellTiter-Glo ATP luminescence, 48 h;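 note: NT is the 2HG producing partner of a matched IDH1 knockdown line; potency is the fitted concentration of half-maximal effect; 0% = DMSO-treated cells and -100% = media-only wells without cells; nearly all actives have a fitted effect of over 55% in size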
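A 48-hour cytotoxicity screen used HT-1080-NT cells plated 2 hours before compound delivery. ATP-based CellTiter-Glo luminescence measured viability, normalized to DMSO and no-cell controls.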
ATXN2 expr inh = reduces ATXN2 reporter expression in HEK-293 cells; AID 1745845; HEK-293 ATXN2-luciferase reporter, luminescence, 24 h; 0.72% of 360,000 active; Potency, µM (top dose mostly 57 µM), without a hit: top-dose activity change, negative = inhibition, most hits filed as inhibitors; note: potency is the fitted concentration of half-maximal effect; % is set by controls: 0 for no effect and ±100 for the full control effect; nearly all actives have a fitted effect of over 55% in size
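ATXN2-luciferase reporter cells (luciferase flanked by upstream and downstream ATXN2 gene portions) were treated 24 h at 37 °C with compounds at up to 57 uM. SteadyGlo luminescence gave expression; GF-AFC fluorescence gave viability.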
Starred values were filed as active, the others as inactive; ? = inconclusive; nt = not tested or not shown; & = joins results of further samples; [ ] = another dose, or the depositor's remark. Unless noted, calls come from the whole dose curve; as a rule, active = well fitted curve in the direction sought with a large enough effect; inconclusive = small, poorly fitted or top-dose-only effect, or another doubt; inactive = no such curve, though single readings can be large; an effect the other way counts as inactive or inconclusive.

SMILES	WRN inhibitor	HT1080 IDH1KD tx	MCF10A rereplic	KB-3-1 cytotox	SW480 rerep	KB-V1 MDR tox	IL-1B inflam inh	ATXN2 expr inh	HT1080NT lethal
CCOc1ccc(C2CC(=O)NC(SC)=C2C#N)cc1 (stereo not drawn)	4%	-1%	7%	8%	-12%	9%	-22	5%	-2%
C=CCNC(=O)COc1ccc(N(C)S(=O)(=O)c2ccc(NC(C)=O)cc2)cc1	-4%	1%	2%	11%	-8%	-1%	29	0%	5%
CCn1ccnc1CN1CCC(n2nccc2NC(=O)CCc2ccccc2)CC1	-35%	2%	12%	9%	0%	5%	2	-2%	1%
CS(=O)(=O)N1CCN(c2ccc(NC(=S)NC(=O)c3ccc4c(c3)OCO4)cc2)CC1	-7%	-2%	-1%	-6%	5%	0%	56	0%	-9%
Cc1c(N2C(=O)CSC2c2ccco2)c(=O)n(-c2ccccc2)n1C (stereo not drawn)	10%	4%	0%	7%	-4%	19%	13	-14%	9%
O=C(Nc1ccon1)c1ccc(Br)o1	-3%	9%	16%	2%	-12%	0%	6	8%	?
COc1cccc(CN(C(=O)/C=C/c2ccco2)C2CCS(=O)(=O)C2)c1 (stereo not drawn)	-14%	8%	-2%	18%	-3%	-4%	-7	-3%	10%
Cc1nccn1CC1CCc2c(c3ccccc3n2C)C1=O (stereo not drawn)	11%&1%	4%&0%	?	0%&0%	-53%&0%[inhibitor]	-5%&3%	5&4	-5%&-6%&-17%&-10%	20%&-1%
COc1ccc(-n2c(NCCN(C)C)nc3sc4c(c3c2=O)CCCCC4)cc1	9%	-21%	?	0%	?	-21%	-5	?	-27%
COCCNC(=O)c1cc2c(-c3ccccc3F)nn(C)c2s1	?	-16%	19%	-2%	-6%	-26%	-54*	1%	-7%
CCC(C)(C)n1nnnc1C(c1ccc2ncccc2c1)N1CCN(c2ccc(O)cc2)CC1 (stereo not drawn)	0%	11%	-2%	0%	0%	-1%	-4	2%	12%
O=C1CC(Sc2ncccn2)C(=O)N1c1ccccc1C(F)(F)F (stereo not drawn)	10%[57.1 µM]	2%	8%	0%	-5%	0%	-80*	2%	-10%
Cc1cccn2c(=O)c3cc(C(=O)N4c5ccccc5CC4C)n(C)c3nc12 (stereo not drawn)	-2%	8%	1%	?	-2%	?	58	-3%	16%
COc1cc2nc(CC(C)C)n(NC(=O)c3ccccc3Br)c(=O)c2cc1OC	0%	4%	6.5µM*	2%	0%	17%	-22	-6%	2%
N#CCc1ccc(Oc2ncccn2)cc1	-1%	15%	-4%	4%	-8%	19%	8	nt	1%
Cc1c(OCc2ccc(C(=O)O)cc2)ccc2c(-c3ccccc3)cc(=O)oc12	-6%	-13%	22%	3%	-23%	-15%	-12	nt	-3%
Cc1ccc(C)c(OCCC(=O)OCC(=O)NC2CCS(=O)(=O)C2)c1 (stereo not drawn)	0%	0%	-2%	2%	0%	4%	15	-1%	3%
O=C(CSCCO)Nc1cccc2ccccc12	7%	4%	-6%	1%	-9%	-1%	26	4%	5%
CCN(C(=O)CSc1nc2ccccc2c(=O)n1CCOC)C1CCS(=O)(=O)C1 (stereo not drawn)	0%	12%	-1%	8%	-6%	1%	14	2%	14%
Cc1cc(NC(=O)CCC(=O)N(c2ccccc2)C(C(=O)NC2CCCC2)c2ccncc2)no1 (stereo not drawn)	14%	18%	-2%	7%	4%	0%	-1	4%	17%

8 structures from above, arranged by number of heavy atoms, smallest number first.
SMILES	WRN inhibitor	HT1080 IDH1KD tx	MCF10A rereplic	KB-3-1 cytotox	SW480 rerep	KB-V1 MDR tox	IL-1B inflam inh	ATXN2 expr inh	HT1080NT lethal
O=C(Nc1ccon1)c1ccc(Br)o1	-3%	9%	16%	2%	-12%	0%	6	8%	?
O=C(CSCCO)Nc1cccc2ccccc12	7%	4%	-6%	1%	-9%	-1%	26	4%	5%
CCOc1ccc(C2CC(=O)NC(SC)=C2C#N)cc1 (stereo not drawn)	4%	-1%	7%	8%	-12%	9%	-22	5%	-2%
COc1cccc(CN(C(=O)/C=C/c2ccco2)C2CCS(=O)(=O)C2)c1 (stereo not drawn)	-14%	8%	-2%	18%	-3%	-4%	-7	-3%	10%
Cc1cccn2c(=O)c3cc(C(=O)N4c5ccccc5CC4C)n(C)c3nc12 (stereo not drawn)	-2%	8%	1%	?	-2%	?	58	-3%	16%
CS(=O)(=O)N1CCN(c2ccc(NC(=S)NC(=O)c3ccc4c(c3)OCO4)cc2)CC1	-7%	-2%	-1%	-6%	5%	0%	56	0%	-9%
CCC(C)(C)n1nnnc1C(c1ccc2ncccc2c1)N1CCN(c2ccc(O)cc2)CC1 (stereo not drawn)	0%	11%	-2%	0%	0%	-1%	-4	2%	12%
Cc1cc(NC(=O)CCC(=O)N(c2ccccc2)C(C(=O)NC2CCCC2)c2ccncc2)no1 (stereo not drawn)	14%	18%	-2%	7%	4%	0%	-1	4%	17%

The list continues:
SMILES	WRN inhibitor	HT1080 IDH1KD tx	MCF10A rereplic	KB-3-1 cytotox	SW480 rerep	KB-V1 MDR tox	IL-1B inflam inh	ATXN2 expr inh	HT1080NT lethal
COC(=O)CCCC1=CC2=C(c3ccccc3)C(=O)C(C)(OC(=O)C3CCCC3)C(=O)C2=CN1C1CCCCC1 (stereo not drawn)	0%	-9%	-8%	-11%	-5%	0%	16	-14%	-27%
C=C(C)COc1ccc(-c2ncncc2-c2ccc(Cl)cc2)c(O)c1	-7%	-15%	15µM*	0%	-4%	-3%	-20	-13%	-12%
O=C(N/N=C/c1c(Cl)cccc1Cl)c1ccc(-n2cnnn2)cc1	-4%	4%	2%	5%	-8%	12%	0	nt	10%
COc1ccc(OC)c(NC(=O)C2CCN(S(=O)(=O)c3c(C)noc3C)CC2)c1	-10%	-15%	?	-5%	?	0%	-18	-12%	0%
CC(C)C[C@H]1CN(CCCC[C@@H]2CNC(=O)C(=O)N2CCc2ccccc2)C(=O)C(=O)N1Cc1ccccc1	-3%	?	nt	27%	nt	22%	-4	12%	15%
Cc1cc(C)c(C)c(S(=O)(=O)N2CCN(c3ncnc4sc(C)c(C)c34)CC2)c1C	-29%	-1%	6%	nt	2%	nt	14	-2%	-2%
Cc1nn(C)c(C)c1CCC(=O)N1CCCC(C(=O)c2cccc(OC(C)C)c2)C1 (stereo not drawn)	7%	-4%	-3%	?	24%	-4%	1	4%	-10%
S=c1nccc(-c2cc(Cl)sc2Cl)[nH]1	-25%[57.1 µM]	13%	-14%	-1%	1%	-3%	5	0%	10%
COc1ccc(C(NC(=O)c2cccnc2)c2cc(Cl)c3cccnc3c2O)cc1OC (stereo not drawn)	3%	12µM*	13µM*	?	?	6.5µM*	94	16µM*	21µM*
Cn1cccc1/C=N/NC(=O)c1cc2ccccc2cc1O	-29%	-25%	14%	0%	?	-24%	74	9%	-26%
O=C(O)C(=O)Nc1nc(-c2ccc3c(c2)OCCO3)cs1	-10%	10%	2%	0%	-6%	0%	-10	nt	-2%
CNS(=O)(=O)c1ccc(N2CCCC2)c([N+](=O)[O-])c1	3%	4%	1%	5%	-20%	23%	-11	nt	1%
COc1ccc(OCCCC(=O)N(CCC2=CCCCC2)c2c(N)n(Cc3ccccc3)c(=O)[nH]c2=O)cc1	-3%	-16%	57%	1%	?	-7%	-22	-1%	-19%
CCO[C@H]1OC(C(=O)NCc2ccccc2)=C[C@@H](C)[C@@H]1CCCO	7%	10%	-8%	0%	1%	5%	16	12%	7%
O=C(CNC(=O)c1cccc(Cl)c1)Nc1ccc(F)c(F)c1F	-5%	0%	-11%	-1%	-14%	3%	17	nt	1%
CCO[C@@H]1OC(C(=O)O)=C[C@H](C2CCCCC2)[C@H]1CCCO	6%	9%	?	18%	0%	?	30	6%	3%
CCOc1ccccc1NC(=O)c1csc(C)c1C	7%	26%	-11%	-6%	6%	-1%	4	5%	29%
Cn1nnnc1SCC(=O)Nc1nn(-c2ccccc2)nc1C(N)=O	3%	0%	?	9%	-25%	23%	-22	-1%	-10%
Cc1cccc(-n2c(N)cc(=O)nc2SCC(=O)NC2CCCCC2)c1	0%	13%	0%	1%	-2%	16%	16	9%	12%
CCOC(=O)c1ccccc1NC(=O)COC(=O)Cc1ccccc1F	-8%	4%	0%	-6%	-4%	3%	19	1%	0%

Later entries:
SMILES	WRN inhibitor	HT1080 IDH1KD tx	MCF10A rereplic	KB-3-1 cytotox	SW480 rerep	KB-V1 MDR tox	IL-1B inflam inh	ATXN2 expr inh	HT1080NT lethal
O=C(CSc1ccccn1)N1CCN(S(=O)(=O)c2ccc(Cl)cc2)CC1	2%	-2%	2%	-7%	-132%[inhibitor]	-13%	-18	-19%	-4%
NC(=O)NC(=O)CC1S/C(=N/N=C/c2ccccc2)NC1=O (stereo not drawn)	-25%[57.1 µM]	-1%	-8%	0%	12%[1.84 µM]	-1%	9	2%	5%
CCC(C(=O)OC)n1cnc2c(nnn2-c2ccccc2)c1=O (stereo not drawn)	7%	-1%	-1%	0%	-3%	-11%	14	1%	-2%
CCOc1ccc(Nc2cc(C)nc3nc(C)nn23)cc1	0%	4%	1%	-8%	-2%	3%	31	4%	4%
O=C(CSc1nc2cc(S(=O)(=O)N3CCOCC3)ccc2o1)Nc1c(F)cccc1F	-10%	-3%	0%	-26%	-1%	?	0	-14%	-2%
COc1ccc(C)cc1NC(=O)C1CCN(S(=O)(=O)c2c(C)noc2C)CC1	-1%[57.1 µM]	1%	0%	10%	-18%	1%	0	8%	-9%
